Compound activity from PubChem BioAssay.
NALP1 inh: blocks the NALP1 inflammasome reconstituted in yeast. S. cerevisiae NALP1/ASC/caspase-1 growth, X-gal OD620, 72 h. inhibition, % at 10 µM. actives 0.61% (n = 280,000); in the data active means inhibition mostly above about 24%, no sharp cut-off; inactive means mostly below about 32%; further: some compounds called inactive have numbers as strong as hits
GPR7 antagonist: blocks human GPR7 receptor signaling; GPR7-expressing cells, fluorescence antagonist assay; AID 1861; P48145; inhibition, % at 4.4 µM; actives 1.1% (n = 290,000); in the data active means inhibition above about 16%, passing the limit was not always enough;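 further: cells stimulated with the agonist NPW; 0% = agonist with vehicle and 100% = vehicle without agonist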
Target sequence (P48145 whole entry, looked up): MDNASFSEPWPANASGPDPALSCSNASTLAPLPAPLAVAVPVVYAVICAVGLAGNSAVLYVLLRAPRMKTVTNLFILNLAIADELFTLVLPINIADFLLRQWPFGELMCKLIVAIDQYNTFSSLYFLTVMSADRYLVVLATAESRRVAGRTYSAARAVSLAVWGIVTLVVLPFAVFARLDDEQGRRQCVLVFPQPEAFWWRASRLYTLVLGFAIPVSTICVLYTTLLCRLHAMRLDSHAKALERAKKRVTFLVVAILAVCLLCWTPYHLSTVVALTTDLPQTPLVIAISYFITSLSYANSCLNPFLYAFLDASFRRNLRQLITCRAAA
GalR3 antag: human GalR3 antagonism; HEK293 GalR3-CNG cAMP membrane potential fluorescence; galR3 body fused to GalR1 C-terminus; AID 651719; actives 0.44% (n = 360,000); inhibition, % at 3 µM; O60755;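 active means inhibition above the screen-wide average plus 3 SD, cut at about 13% in these data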;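 further: forskolin and galanin both at EC90 stimulate the cells; cAMP rise reported by CNG channel membrane potential dye signal; 0% = forskolin plus galanin with DMSO and 100% = forskolin alone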
Target sequence (O60755 1-299 limits assumed): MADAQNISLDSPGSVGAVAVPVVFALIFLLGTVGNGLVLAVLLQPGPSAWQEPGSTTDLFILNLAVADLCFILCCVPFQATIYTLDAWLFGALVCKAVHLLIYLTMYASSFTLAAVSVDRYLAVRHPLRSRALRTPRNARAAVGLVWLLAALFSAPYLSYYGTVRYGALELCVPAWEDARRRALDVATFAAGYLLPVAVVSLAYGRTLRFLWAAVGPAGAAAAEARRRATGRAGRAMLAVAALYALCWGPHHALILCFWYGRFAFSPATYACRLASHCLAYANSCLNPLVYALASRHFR
MEKK2 mut-MEK5: signal of MEK5 binding to mutant human MEKK2 PB1 domain. bead flow cytometry, Alexa488-MEK5 binding to MEKK2 mutant. percent response, % at 10 µM. actives 0.35% (n = 290,000). AID 1530; in the data active means percent response above about 24%, passing the limit was not always enough; further: inactives centre near 1; some results filed as inactive read as strong as hits
OXTR agonist: human OXTR agonism. actives 0.32% (n = 320,000). activation, % at 3 µM. AID 2435. CHO-OTR cells, Fluo-8 calcium fluorescence; normalized: DMSO 0%, oxytocin 100%. P30559;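 active means activation above the mean of all tested compounds plus 3 SD, cutoff set per screening run, cut at about 20% in these data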;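 further: peak over basal fluorescence ratio from a 100 s FLIPR kinetic read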
V1R ag counter: counter-screen for oxytocin receptor agonists: human V1a receptor agonists. CHO-V1R cells, Fluo-8 calcium fluorescence, agonist mode; 0% DMSO, 100% 3 nM vasopressin. activation, % at 3 µM. actives 0.25% (n = 320,000). AID 2797;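 active means activation above the mean activation of all tested compounds plus 3 SD, per screening run, cut at about 20% in these data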;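 further: signal is peak over basal fluorescence ratio across a 100 second FLIPR read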
Target sequence (P37288 whole entry, looked up): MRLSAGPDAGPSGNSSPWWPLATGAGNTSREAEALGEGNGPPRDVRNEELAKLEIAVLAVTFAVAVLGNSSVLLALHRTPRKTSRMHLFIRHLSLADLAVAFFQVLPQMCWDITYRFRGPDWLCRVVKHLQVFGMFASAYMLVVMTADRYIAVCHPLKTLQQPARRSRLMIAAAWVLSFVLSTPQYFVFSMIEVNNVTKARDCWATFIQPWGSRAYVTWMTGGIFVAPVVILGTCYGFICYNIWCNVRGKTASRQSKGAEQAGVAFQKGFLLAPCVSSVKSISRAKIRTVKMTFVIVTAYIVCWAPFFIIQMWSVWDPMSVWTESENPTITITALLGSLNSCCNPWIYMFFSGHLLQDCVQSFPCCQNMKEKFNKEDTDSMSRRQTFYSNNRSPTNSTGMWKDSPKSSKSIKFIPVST
PfM18AAP inh: blocks P. falciparum M18 aspartyl aminopeptidase; recombinant PfM18AAP, H-Glu-NHMec fluorogenic cleavage; inhibition, % at 7.35 µM; actives 1.2% (n = 290,000);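 active means inhibition above the campaign mean inhibition over all tested compounds plus 3 SD, cut at about 28% in these data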;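 further: 0% = plate median of test compound wells and 100% = 2 mM ZnCl2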
OXTR potentiate: potentiators of human oxytocin receptor; P30559; CHO-OTR cells, Fluo-8 calcium fluorescence, potentiator mode; 0% = oxytocin EC15, 100% = EC100; activation, % at 3 µM; actives 0.061% (n = 320,000); AID 2445;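 active means activation above that plate's cutoff, the mean activation of tested compounds plus 3 SD, cut at about 6.6% in these data, passing the limit was not always enough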;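 further: 100% uses oxytocin at 75 nM as the full agonist control; some results filed as inactive read as strong as hits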
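Replication – single well per compound, singlicate · Assay system – CHO cell line stably expressing human OTR · Timing – 6 min pre-incubation, 100 s read · Measure – normalized max/min fluorescence ratio, % activation · Doses – 3.0 µM, one dose · Detection – Fluo-8 calcium dye fluorescence · Probe or stimulus – oxytocin near EC15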
MEKK2 WT-MEK5: raises or lowers MEK5 binding to wildtype human MEKK2 PB1 domain; actives 1.1% (n = 290,000); bead flow cytometry, Alexa488-MEK5 binding to MEKK2 WT; actives lie on both sides; binding response (% of control), % at 10 µM; Q9Y2U5; in the data active means binding response below about 67% or above about 130%
* marks the source's active call; other numbers are inactive results; x = no result given. Compounds as they come; overall some 4.1% were active at least once.

SMILES	NALP1 inh	GPR7 antagonist	GalR3 antag	MEKK2 mut-MEK5	OXTR agonist	V1R ag counter	PfM18AAP inh	OXTR potentiate	MEKK2 WT-MEK5
CCCCC(=O)Nc1ccc(NC(=O)c2ccc([N+](=O)[O-])cc2Cl)cc1OC	24	1	1	-1	0.2	-0.1	0	-5	104
Cc1nc2scc(-c3cccs3)c2c(=O)o1	-7	7	-1	6	1.1	-0.2	8	1	106
O=C(c1ccc(Cl)cc1)N(Cc1ccccc1F)N1C(=O)CCCC1=O	7	0	6	0	-1.1	0.0	-16	-14	100
Cc1nn(C)c(C(=O)N/N=C/c2cc3c(cc2Br)OCO3)c1Br	31	-11	-7	1	0.5	1.0	11	-4	99
Cc1ccc(CCc2nnc(SCC(=O)Nc3cccc(Cl)c3)n2-c2ccccc2)o1	31	-8	1	12	-1.0	0.9	-11	-11	117
Cc1cc(-c2nnc(CCC(=O)NCC(C)c3ccccc3)o2)no1 (configuration not stated)	25	14	0	2	0.2	1.9	-3	-4	104
O=C(Cc1ccccc1)NNC(=O)c1cccs1	8	-3	0	1	1.1	-0.2	-6	2	92
CC1CN(C(=O)c2ccccc2)OC(c2ccc3c(c2)OCO3)O1 (configuration not stated)	22	0	-7	-3	0.7	-0.4	14	2	99
O=C(NCCN1C(=O)S/C(=C/c2ccccc2)C1=O)C1CC(=O)N(Cc2ccccc2)C1 (configuration not stated)	x	x	-6	x	8.6	9.9	x	-8	x
COc1cc(OC)cc(C(=O)NN(CCC#N)C2=NS(=O)(=O)c3ccccc32)c1	5	-2	-5	5	-0.4	0.3	-2	-4	99
Cc1cc(SCNC(=O)c2ccccc2)ncn1	0	-1	-5	2	-0.4	0.6	23	-4	101
COc1ccc(CCNC(=O)C2(C)CCC(=O)N2Cc2ccc3c(c2)OCO3)cc1OC (configuration not stated)	28	-14	-3	6	0.3	-0.4	2	2	103
O=C(O)CCCn1cc(NC(=O)COc2cc(F)ccc2[N+](=O)[O-])cn1	13	-1	-1	-2	1.4	-0.7	2	-19	98
O=S(=O)(c1ccccc1)N1CCC(O)(CSc2ccc(F)cc2)CC1	8	18*	72*	-6	12	8.4	-1	-13	100
Cc1ccc(N2CCN(/N=C/C=C/c3ccccc3)CC2)cc1	24	11	-3	0	1.1	1.5	-1	-9	100
c1ccc2nc3[nH]cnc3nc2c1	-6	-3	-2	3	-0.1	-1.0	-4	-2	105
CCN(CC)S(=O)(=O)c1cccc(C(=O)Nc2cc3oc4ccccc4c3cc2OC)c1	12	-13	5	2	-1.0	0.8	5	-9	100
CCC1(c2ccc(Cl)cc2)NC(=S)N(c2ccc(C)cc2)N1 (configuration not stated)	-2	-10	6	0	0.8	1.1	10	-5	100
CCCSc1ncc(Cl)c(C(=O)Nc2ccc(S(=O)(=O)Nc3ncccn3)cc2)n1	13	-4	-1	11	-0.6	0.7	2	-2	111
C/C(=N\NC(=O)C1CC1)c1cccs1	27	-12	-11	0	1.3	0.8	-9	-2	99
O=C(c1ccco1)N1CCN(c2ccccc2F)CC1	20	13	2	-1	-0.6	0.7	1	-6	100
CCOC(=O)c1ccc(NC(=O)c2c(N)n(C)c(=O)[nH]c2=O)cc1	x	x	0	-2	1.2	1.0	x	-3	98
O=C1NC[C@@H](c2ccccc2)OC(=O)[C@H](Cc2ccc(F)cc2)C/C=C\C[C@@H]1CC(=O)N(CCO)Cc1ccccc1	x	x	-5	x	-1.8	2.3	x	-5	x
NC(=O)c1sc2nccc(Nc3ccccc3)c2c1N	2	-3	-7	-12	-0.4	3.4	21	-4	80
COc1ccc(CC(=O)Nc2cc(S(=O)(=O)Nc3ccc(OC)cc3)ccc2OC)cc1	x	x	-7	x	8.8	8.0	x	-12	x
CCCCNCCOCCOc1ccccc1-c1ccccc1	49	6	0	-3	0.5	1.9	4	-15	94
O=C(Nc1ccc2c(c1)OCO2)c1ccc(COc2ccc3c(c2)CCC3)o1	-20	-1	-5	-13	-1.0	-0.8	-8	-4	82
O=C1c2ccccc2NC(c2ccc(F)cc2)N1Cc1ccco1 (configuration not stated)	-14	-4	-3	2	0.5	3.2	4	-20	98
CCS(=O)(=O)c1ccc2oc(SCC(=O)NC(C)C3CC4CCC3C4)nc2c1 (configuration not stated)	38	16	5	1	1.3	1.0	3	-14	102
O=C1CC(c2ccccc2)CN1C(=O)c1cccnc1 (configuration not stated)	2	-4	-6	6	1.3	0.9	-5	4	124
COC(CNC(=O)c1ccc2c(c1)nc(C)n2-c1ccc(F)c(F)c1)OC	19	-10	0	4	0.2	1.1	-3	-4	88
CC(C)OCCCNC(=O)C1CCN(S(=O)(=O)N2CCCC2)CC1	8	1	-3	-2	0.9	1.2	-3	-5	103
COC(=O)c1c(NC(=O)CSc2nnc(-c3cccnc3)n2Cc2ccco2)sc(C)c1C	12	11	-2	-3	-2.1	-0.2	-6	4	100
Cc1c(C(=O)N(C)CCn2ccnc2C)oc2c(F)cccc12	-3	-16	-3	8	-0.1	-0.1	2	6	106
FC(F)(F)c1ccccc1NC(=S)N1CCN(c2ncccn2)CC1	16	-8	-1	8	0.2	0.3	-13	-2	106
CCOP(=O)(OCC)/C(C#N)=C/c1ccc([N+](=O)[O-])cc1	11	2	-9	6	0.6	-0.5	8	-7	96
COc1ccc(C)cc1S(=O)(=O)N1CCCC(C(=O)N2CCN(c3ccccc3)CC2)C1 (configuration not stated)	18	-12	1	10	2.1	2.5	-12	-8	105
CCC(C(=O)NCc1cccs1)n1nc(C)n2c(cc3occc32)c1=O (configuration not stated)	11	-16	-5	-2	-1.0	0.4	4	-10	98
Brc1ccc2c(c1)C(c1cccs1)=NNC(c1cccnc1)=N2	-1	-6	-7	-12	1.2	0.4	-1	-4	80
Nc1ccc(Br)cc1C(NCC(=O)O)c1ccccc1 (configuration not stated)	-27	-9	-3	-6	-0.3	0.0	9	-2	94
CC(NS(=O)(=O)c1ccc2[nH]c(=O)c(=O)[nH]c2c1)C(=O)O (configuration not stated)	10	-5	-7	-1	0.3	0.7	3	-9	94
O=C(c1ccc(Cl)c(S(=O)(=O)N2CCCCCC2)c1)N1CCN(c2ccccc2O)CC1	5	4	4	x	1.1	3.4	5	-19	x
COc1ccc(-c2cc(=O)oc3cc4occ(C)c4cc23)cc1	6	-1	-6	4	-1.1	-0.6	-5	-5	106
CCN=C(NCC)SC1CC(=O)N(c2ccc(F)cc2)C1=O (configuration not stated)	7	-4	-1	6	0.5	3.3	-19	-6	108
Cc1cc(NC(=O)COc2nnc(-c3ccccc3)c3ccccc23)no1	-3	0	-1	8	-0.8	-0.8	0	-1	110
O=C(NCc1ccccc1)c1ccc(CS(=O)(=O)c2ccc(Br)cc2)o1	15	-8	-3	6	7.2	9.0	1	-5	104
Cc1ccc(C(C#N)c2ccc3c(C(F)(F)F)cc(C(F)(F)F)nc3n2)cc1 (configuration not stated)	-4	-3	4	10	-1.8	0.1	4	-3	112
c1ccc2[nH]c(CSc3nc4ccccc4o3)nc2c1	26	-14	-2	-1	4.3	5.5	3	-9	99
CCN1c2ccccc2-c2nc3ccccc3n2C1c1ccco1 (configuration not stated)	20	5	-7	-4	-2.5	-0.7	-1	3	97
O=C(CCn1c(=O)oc2cc(Cl)ccc21)Nc1ccc(O)cc1	15	4	-6	5	2.4	0.8	1	0	105
O=C(/C(=C/O)N=Nc1ccccc1)c1ccco1	-2	-15	0	-2	0.6	0.0	-3	-4	98
CC(=O)Nc1cccc(NC(=O)CSc2nnc(NC(=O)c3ccco3)s2)c1	3	-17	-4	4	2.1	0.9	1	10	102
CNS(=O)(=O)c1cc(NC(=O)c2cccc3cccnc23)ccc1C	9	-13	-3	0	1.1	1.6	0	-2	103
O=C(NNC(=O)c1cc2ccccc2cc1O)NC1CCCCC1	11	17	-3	-4	x	x	29*	x	98
COc1ccc(C(CNC(=O)c2cc3c(s2)CCC(C)C3)N2CCCC2)cc1 (configuration not stated)	x	x	-8	x	2.4	3.3	x	-9	x
CC(CNCC1CCCO1)COc1cccc2ccccc12 (configuration not stated)	38	23	-3	21	4.3	1.1	-4	-7	120
O=C(NCc1ccc2c(c1)OCO2)c1nc(Cn2cc(Br)cn2)no1	-4	0	-6	-3	0.8	2.0	-1	-7	97
CCOC(=O)CCC(=O)Nc1ccc([N+](=O)[O-])cc1C	14	17	-6	-4	0.6	0.4	-2	2	99
O=C(COc1ccc(Br)cc1)NNC(=O)c1ccc(-n2cncn2)c([N+](=O)[O-])c1	x	x	-3	x	1.3	8.9	x	-2	x
COc1ccc(N2C(=O)CC(N(Cc3ccco3)C(=O)CCC(=O)O)C2=O)cc1 (configuration not stated)	16	-1	-2	-8	-0.2	0.0	1	0	97

An excerpt from above in order of their number in GPR7 antagonist, smallest number first:
| compound | GPR7 antagonist |
| --- | --- |
| CC(=O)Nc1cccc(NC(=O)CSc2nnc(NC(=O)c3ccco3)s2)c1 | -17 |
| CC1CN(C(=O)c2ccccc2)OC(c2ccc3c(c2)OCO3)O1 (configuration not stated) | 0 |
| CCCCNCCOCCOc1ccccc1-c1ccccc1 | 6 |

(further entries)
SMILES	NALP1 inh	GPR7 antagonist	GalR3 antag	MEKK2 mut-MEK5	OXTR agonist	V1R ag counter	PfM18AAP inh	OXTR potentiate	MEKK2 WT-MEK5
N#Cc1c(N)nc2c(c1-c1cccc(O)c1)CCCCCC2	14	-10	-10	x	2.0	1.7	-3	-5	x
CCOc1nc(NCc2ccco2)nc(Nc2ccccc2F)n1	-12	-6	-8	3	-2.8	-0.2	2	-3	107
O=C(CCC(=O)N1CCSc2ccccc21)NCc1ccccc1	3	-1	-1	3	0.1	-0.3	7	-6	103
O=C(NCc1cccnc1)Nc1ccc(Cl)cc1	4	-4	-2	5	-0.8	-0.1	5	-6	106
O=C(N/C(=C\c1cn(-c2ccccc2)nc1-c1ccc(Cl)cc1)C(=O)N1CCOCC1)c1ccccc1	28	-6	-3	0	1.5	-0.3	-1	8	98
Cc1cc2n(n1)C(c1ccc(O)cc1)Nc1ccccc1-2 (configuration not stated)	18	-12	-4	3	0.4	-0.2	0	-2	104

Grouped by structure, the compounds so far containing a thiophene ring, fused or not.
SMILES	NALP1 inh	GPR7 antagonist	GalR3 antag	MEKK2 mut-MEK5	OXTR agonist	V1R ag counter	PfM18AAP inh	OXTR potentiate	MEKK2 WT-MEK5
Cc1nc2scc(-c3cccs3)c2c(=O)o1	-7	7	-1	6	1.1	-0.2	8	1	106
O=C(Cc1ccccc1)NNC(=O)c1cccs1	8	-3	0	1	1.1	-0.2	-6	2	92
C/C(=N\NC(=O)C1CC1)c1cccs1	27	-12	-11	0	1.3	0.8	-9	-2	99
NC(=O)c1sc2nccc(Nc3ccccc3)c2c1N	2	-3	-7	-12	-0.4	3.4	21	-4	80
COC(=O)c1c(NC(=O)CSc2nnc(-c3cccnc3)n2Cc2ccco2)sc(C)c1C	12	11	-2	-3	-2.1	-0.2	-6	4	100
CCC(C(=O)NCc1cccs1)n1nc(C)n2c(cc3occc32)c1=O (configuration not stated)	11	-16	-5	-2	-1.0	0.4	4	-10	98
Brc1ccc2c(c1)C(c1cccs1)=NNC(c1cccnc1)=N2	-1	-6	-7	-12	1.2	0.4	-1	-4	80
COc1ccc(C(CNC(=O)c2cc3c(s2)CCC(C)C3)N2CCCC2)cc1 (configuration not stated)	x	x	-8	x	2.4	3.3	x	-9	x
